# Screening data as filed in PubChem BioAssay.
# Pf apPOL inh: Pf-apPOL inhibitors, biochemical, fluorescence; Plasmodium falciparum apicoplast DNA polymerase (apPOL); Recombinant Pf-apPOL, molecular beacon fluorescence, 1.5 h; inhibition, % at 10 µM; 210,000 tested, 0.25% active
# mHTT-CaM PPI inh: mutant huntingtin-calmodulin interaction inhibitors – biochemical, AlphaScreen, primary screen; AID 1671202, 2021; AlphaScreen His-mHTT/GST-CaM binding, luminescence; 190,000 tested, 3.6% active; P42858; inhibition, % at 15 µM;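 note: 0% = both proteins with DMSO and 100% = one protein alone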
# Numbers without * were called inactive; i = inactive; . = not tested or not shown; & = joins results of further samples. Cut-off read from the data, not from the text of the source: active = inhibition above about 50%; inactive = the rest. Rows are unselected. About 3.5% of those tested had a hit in this group.
SMILES,Pf apPOL inh,mHTT-CaM PPI inh
O=C1C2C3CCC(C3)C2C(=O)N1c1cc(C(F)(F)F)ccc1Cl (stereo not drawn),-2,-4
O=C1CCC(=O)N1c1nc2n(n1)C(c1ccccc1)C=C(c1ccc(Cl)cc1)N2 (stereo not drawn),10,77*
CN(Cc1ccccc1)C(=O)c1sc2ccccc2c1Cl,0,-41
CC(=O)c1cccc(NC(=O)c2cc(-c3ccc(Cl)cc3[N+](=O)[O-])oc2C)c1,-11,20
O=C(NCCN1CCc2ccccc2C1)c1ccc(N2CCNC(c3ccccc3)C2)nc1 (stereo not drawn),-8,26
COc1ccc(Cl)cc1-c1nc(-c2ccc(=O)[nH]c2)no1,12,-7
COc1ccc2c(-c3cc4cccc(OC)c4oc3=O)cc(=O)oc2c1,-6,-4
COc1ccccc1N1CCN(c2ncnc3nc[nH]c23)CC1,0,-12
COc1cc(C=C2C(=O)OC(C)(C(C)(C)C)OC2=O)ccc1O (stereo not drawn),10,6
O=C(Cc1nnc(-c2cccc(F)c2)o1)NC1CC1,-2,-6
COc1cc(-c2nc3ccccn3c2N=Cc2ccccc2)ccc1O,-6,38
N#CC1=C(O)N(CCc2ccccc2)C(=O)C([n+]2ccccc2)C1c1ccc(Cl)cc1 (stereo not drawn),8,36
COc1cccc(Nc2cc(C)nc3ccnn23)c1,-8,41
CCCn1cnnc1C1CCN(C(=O)COc2ccccc2C)CC1,1,4
CCOC(=O)c1c(O)c(Cl)c(C)[nH]c1=O,.,-4
COCCCn1cc(CN2CC(N3CCN(CCN(C)C)CC3)CS2(=O)=O)nn1 (stereo not drawn),5,-4
COc1cccc(S(=O)(=O)N2CC3CC(NC(=O)c4cccs4)C2C3)c1 (stereo not drawn),-5,6
CCOC(=O)C1CCN(C(=O)c2ccccc2)CC1,-1,-2
CN(C)C(=O)c1ccc(Nc2nnc(-c3ccc(O)cc3)c3ccccc23)cc1,-14,23
COc1cccc(C(=O)Nc2ccc3nn(-c4cccc(Cl)c4)nc3c2)c1,0,-8
COc1cc(/C=C2\C(=O)NC(=O)N(c3ccc(Br)c(C)c3)C2=O)cc(OC)c1OC,-3,9
CC(=O)C1=CN=C(c2ccc(Cl)cc2)SC1,-6,.
CCCC(=O)N1CCC[C@]2(CC[C@@H](CCC(C)=O)O2)C1,-9,-5
CC1(C)OC(=O)C(=CNc2ccc3c(c2)OCO3)C(=O)O1,9,2
CCOC(=O)C1CCN(C(=O)Nc2cccc(OC)c2)CC1,-12,.
Cc1cc(NC(=O)c2cc3nc(-c4cccs4)cc(C(F)(F)Cl)n3n2)no1,-3,6
O=C(O)CCC(Nc1ncnc2ccccc12)C(=O)O (stereo not drawn),9,2
CCSc1cnn(-c2ccccc2)c(=O)c1Cl,-7,-4
Cc1ccccc1C(=O)N1CCN(c2ccc(F)cc2)C(=O)C1C (stereo not drawn),-2,4
O=C(NCCc1ccc(N2CCCC2)cc1)C1CC1,-7,12
O=C1OC(c2ccc(F)cc2)=N/C1=C/c1cccc(Cl)c1Cl,-3,13
CCCNS(=O)(=O)c1cc2c(cc1C)CCN2C(C)=O,0,-3
COc1cc(NC(=O)c2ccccc2I)c(OC)cc1Cl,1,-1
Cc1cccn2cc(C(=O)NC3CCCCCC3)nc12,-7,6
Cc1cc(C)c(NC(=O)Cn2nnc(-c3ccccc3Cl)n2)c(C)c1,-9,-2
COc1ccc(C2NCCc3cc(O)c(O)cc32)c(OC)c1OC (stereo not drawn),9,0
O=C(NCCCN1CCCCC1)C1c2ccccc2CC(=O)N1Cc1ccccc1 (stereo not drawn),-2,-1
N#CC1=C(N)C(C#N)(C#N)C(c2cccc(Br)c2)C2CN(Cc3ccccc3)CC=C12 (stereo not drawn),-3,37
CC1=C(C#N)C(=O)N(CC(C)O)C(=O)/C1=C\c1ccc(-c2cccc(Cl)c2C)o1 (stereo not drawn),-8,75*
COc1cccc(C2C=C(c3cccc([N+](=O)[O-])c3)Nc3ncnn32)c1OC (stereo not drawn),-6,49
Cc1cc(C)cc(NC(=O)N2CCN(Cc3ccncc3)CC2)c1,-6,.
O=C(c1ccc(COCC(F)(F)F)o1)N1CCCC1,3,3
CC(=O)O/N=C/c1c(Nc2ccc(C)cc2)nc2c(C)cccn2c1=O,-6,i
O=C(Cn1c(C(F)(F)F)nc2ccccc21)NC1CCCCC1,-2,2
CC1CCCN(S(=O)(=O)c2cc(C(=O)O)ccc2F)C1 (stereo not drawn),-6,-1
CN1CC(c2nc(C3CC3)no2)C2(CCN(C(=O)c3ccc4c(c3)OCO4)CC2)C1 (stereo not drawn),-6,1
COc1ccc(-c2cc3nc4c(c(=O)n3[nH]2)CCN(C(=O)Nc2cccc(F)c2C)C4)cc1,-2,9
COc1ccc([N+](=O)[O-])c(OC)n1,-3,4
CSc1ccccc1C(=O)NCc1cc(-c2ccc(F)cc2F)on1,-2,-18
COc1cccc(N=Cc2c[nH]c3ccccc23)c1,2,100*
CN(Cc1ccccc1F)c1cc2c(c3c1ccn3C)C1CCC2O1 (stereo not drawn),5,76*
Cc1cc(C)c(NC(=O)C2CCCN2C23CC4CC(CC(O)(C4)C2)C3)c(C)c1 (stereo not drawn),-1,-1
O=C(NCCOc1ccc(F)cc1)C(=O)NCc1ccccc1Cl,-1,-7
Cc1ccc(-c2cc(C(F)(F)F)n3nc(C(=O)NCCCn4ccnc4)cc3n2)cc1,1,-3
Cc1nn(-c2ccccc2)c2c1C(c1ccc(F)cc1)C(C#N)=C(N)O2 (stereo not drawn),-4,14
O=C(NC(Nc1ccc(Br)cc1)C(Cl)(Cl)Cl)c1cccc([N+](=O)[O-])c1 (stereo not drawn),-6,96*
COc1ccccc1CNC(=O)c1ccc2c(c1)NC(=O)C(N1CCOCC1)S2 (stereo not drawn),-6,-1
CCCCOc1ccccc1NC(=O)CN1C(=O)c2ccccc2C1=O,1,-7
Cc1ccc(-c2nocc2CCC(=O)NCc2cccs2)cc1,-2,-11
O=C1CCCN1CC(CN1CCOCC1)Sc1nnnn1-c1ccccc1 (stereo not drawn),-5&3,1&0

# (continued)
SMILES,Pf apPOL inh,mHTT-CaM PPI inh
Cc1nc(N2C(=O)C(O)=C(C(=O)c3cccs3)C2c2ccco2)sc1C (stereo not drawn),-4,5
COc1ccc(C(=O)N(Cc2ccsc2)Cc2ccco2)c(OC)c1OC,-7,-8
O=C(CSc1n[nH]c(-c2ccco2)n1)c1ccc(Cl)cc1,7,14
COc1ccc(OCC(=O)NC(C)c2ccc(Br)cc2)cc1 (stereo not drawn),-2,-2
O=C(NCc1cccs1)C1C2C=CC3(CN(Cc4cccnc4)C(=O)C13)O2 (stereo not drawn),-2,-2
COc1ccc(OCC2c3cc(OC)c(OC)cc3CCN2C(=O)CC(C)C)cc1 (stereo not drawn),-2&-6&-5,34&15&9
Cc1ccccc1NC(=O)O[C@H]1CCC12CCC(c1ccccc1)CC2 (stereo partly drawn),-4,-79
O=C(Nc1cccc(Br)c1)c1cnccn1,-6,14
COc1ccc(C(=O)NCCCN2CCOCC2)cc1Br,-1,-5
Cc1ccc(S(=O)(=O)Oc2ccc(C)cc2Br)cc1,-3&-8,.
COc1ccc(Cl)cc1NC(=O)c1ccc(C)cc1Cl,-3,-16
O=[N+]([O-])c1cc(S(=O)(=O)N2CCOCC2)ccc1N1CCCCCC1,-3,16
Oc1ccc2c(c1)OCC1c3cc4c(cc3OC21)OCO4 (stereo not drawn),2,66*
CC1(C)Cc2c(sc3nc(SCc4ccc5c(c4)OCO5)nc(N)c23)CO1,4,9
COCCN(CC1(C)CCOCC1)S(=O)(=O)c1ccccc1,0,-3
COc1ccc(NC(=O)c2oc3ccc(S(=O)(=O)N4CCOCC4)cc3c2C)cc1,-9,28
COc1ccc(S(=O)(=O)N2CC3CN(S(=O)(=O)c4ccccc4)CC(C2)O3)cc1,-4,1
CCOC(=O)C1CCCN(C(=O)C2CC(=O)N(c3ccc(C)cc3)C2)C1 (stereo not drawn),-1,1
CCc1nc(C)nc(N2CCN(C(=O)C3CC3)CC2)c1Cc1cccc(C)c1,-2,-10
O=C1/C(=C/c2cc(Br)ccc2O)Sc2ccccc21,2,20
O=C(NCc1ccccc1)c1ccc(-n2nc(N3CCCC3)ccc2=O)cc1,0,2
COc1ccc(Cl)cc1NC(=O)c1cnccn1,1,2
Cc1nonc1-c1noc(CCC(=O)O)n1,.,-4
CCOC(=O)C(C#N)=Cc1ccccc1Sc1ccc(Cl)cc1,-10,.
Cc1ccc(N2CCC(NC(=O)c3ccc4c(c3)OCO4)C2=O)cc1 (stereo not drawn),-2,-2
O=C(Nc1cccc([N+](=O)[O-])c1)c1c(Br)sc2c1CCCC2,2&-6,39&5
O=C(CC1Sc2ccc(C(F)(F)F)cc2NC1=O)Nc1ccc(Br)cc1 (stereo not drawn),-4,15
CCOc1ccccc1NC(=O)N1CCC(c2nc(C(=O)N3CCOCC3)c(C)o2)CC1,5,-5
CCC(=O)N1CCN(c2nc3c(s2)CC(C(=O)NCc2ccncc2)CC3)CC1 (stereo not drawn),1,-2
CCOc1ccc(NC(=O)c2ccc(N)cc2)cc1,-11,2
O=C(COc1ccccc1[N+](=O)[O-])NCc1cccnc1,-8,-1
Cc1ccc(-c2nc(N)sc2-c2ccccc2)cc1,-3,33
CC(=O)Oc1ccc2c(=O)c(-c3ccc(Cl)cc3)coc2c1,0,1
CC(=O)Nc1ccc(C)cc1Br,0,-6
O=C(NCc1ccccc1)C1(S(=O)(=O)c2ccc(Cl)cc2)CC1,5,1
Cc1cc(I)ccc1NC(=O)c1ccccc1F,-6,-10
Cc1cccc(Nc2nc(CC(=O)NCc3nc(C)no3)cs2)n1,-3,-9
CCc1ccc(NC(=O)CSc2nnc(-c3cccs3)n2CC)cc1,-4,5
Cc1cc(Oc2ccccc2F)nc(NCc2ccccc2)n1,-6,4
COc1ccc(NC(=O)c2cccn(C)c2=O)cc1N1CCCC1=O,4,-13
O=C(O)Cn1cc([N+](=O)[O-])cn1,.,-4
COCCNC(=O)CSc1nnc(N2CCN(C(=O)Cc3cccs3)CC2)s1,-6,3
Cc1noc(-c2nn(C)c3c2CN(C(=O)Nc2ccc(Cl)cc2)CC3)n1,1,58*
Cc1oc2c(CN(C)C)c(O)ccc2c(=O)c1-c1ccccc1,-6,-4
COc1ccc(/C=C2\SC=C(c3ccc(F)cc3)N=NC2=N)cc1,3,36

# Overlap with the part before: 3 compounds, followed by the next part.
SMILES,Pf apPOL inh,mHTT-CaM PPI inh
Cc1noc(-c2nn(C)c3c2CN(C(=O)Nc2ccc(Cl)cc2)CC3)n1,1,58*
Cc1oc2c(CN(C)C)c(O)ccc2c(=O)c1-c1ccccc1,-6,-4
COc1ccc(/C=C2\SC=C(c3ccc(F)cc3)N=NC2=N)cc1,3,36
Cc1ccc(-n2nc3c(c2NC(=O)c2c(F)cccc2F)CS(=O)(=O)C3)cc1,3,9
O=C(OC(COCCC12CC3CC(CC(C3)C1)C2)CN1CCOCC1)c1ccccc1Cl (stereo not drawn),-6,6
N#Cc1c(SCC(N)=O)nc2c(c1-c1ccc(O)cc1)CCCC2,-3,1
CC1(C)CC(NC(=O)c2ccncc2)C(C)(C)N1O (stereo not drawn),-5,-1
C=CCc1c(C)nc2nc(SCC(=O)NCc3ccccc3)nn2c1C,-11,-10
C=C(C)c1cccc(C(C)(C)NC(=O)NCc2ccc3c(c2)OCO3)c1,-11,-1
CN(C)CCCNC(=O)c1ccc(/C=N/O)[n+](C)c1,1,i
Cc1ccc(C2=NN(CCC(=O)NCCc3ccc(Cl)cc3)C(=O)CC2)cc1,-14,26
COc1ccc(NC(=O)c2cc(Br)ccc2OC)cc1Cl,-2,-12
Cc1nc(C)c(-c2ccc(=O)n(CCNC(=O)c3snnc3C)n2)s1,-5,-7
COc1nonc1OCCN1CCN(c2ccc(C(F)(F)F)cc2[N+](=O)[O-])CC1,-5,31
COc1ccc(C(O)=C2C(=O)C(=O)N(CCCN(C)C)C2c2cccc([N+](=O)[O-])c2)cc1C (stereo not drawn),-7,-5
COc1ccc(C=C2Oc3c(ccc4c3CN(C3CC3)CO4)C2=O)c(OC)c1OC,-19,13
O=S1(=O)CC(c2ccc(O)cc2)CS(=O)(=O)C1,-1,-1
COc1ccccc1C1=N/C(=C\c2ccccc2[N+](=O)[O-])C(=O)O1,-2,-5
O=C(c1cccnc1)N1CCC(COc2ccccc2C(=O)N2CCOCC2)CC1,-14,-5
Brc1c(CSc2nncn2-c2ccccc2)nc2sccn12,-6,-7
CC1CCN(CCCNC(=O)C2CCc3sc(C(=O)N4CCOCC4)cc3C2)CC1 (stereo not drawn),-9,-1

# Grouped by structure: the compounds so far containing bromine (13)
SMILES,Pf apPOL inh,mHTT-CaM PPI inh
COc1cc(/C=C2\C(=O)NC(=O)N(c3ccc(Br)c(C)c3)C2=O)cc(OC)c1OC,-3,9
N#CC1=C(N)C(C#N)(C#N)C(c2cccc(Br)c2)C2CN(Cc3ccccc3)CC=C12 (stereo not drawn),-3,37
O=C(NC(Nc1ccc(Br)cc1)C(Cl)(Cl)Cl)c1cccc([N+](=O)[O-])c1 (stereo not drawn),-6,96*
COc1ccc(OCC(=O)NC(C)c2ccc(Br)cc2)cc1 (stereo not drawn),-2,-2
O=C(Nc1cccc(Br)c1)c1cnccn1,-6,14
COc1ccc(C(=O)NCCCN2CCOCC2)cc1Br,-1,-5
Cc1ccc(S(=O)(=O)Oc2ccc(C)cc2Br)cc1,-3&-8,.
O=C1/C(=C/c2cc(Br)ccc2O)Sc2ccccc21,2,20
O=C(Nc1cccc([N+](=O)[O-])c1)c1c(Br)sc2c1CCCC2,2&-6,39&5
O=C(CC1Sc2ccc(C(F)(F)F)cc2NC1=O)Nc1ccc(Br)cc1 (stereo not drawn),-4,15
CC(=O)Nc1ccc(C)cc1Br,0,-6
COc1ccc(NC(=O)c2cc(Br)ccc2OC)cc1Cl,-2,-12
Brc1c(CSc2nncn2-c2ccccc2)nc2sccn12,-6,-7
